# U2OS ROS induce – cancer cell ROS induction | U2OS ROS induction, H2DCF-DA fluorescence | ROS induction (% of piperlongumine), % at 10 µM | 46,000 tested, 2% active | AID 624156; in the data active = ROS induction above about 79%, passing the limit was not always enough; inconclusive = no clear call, values can overlap the other calls;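 note: 0% = DMSO vehicle median and 100% = reference compound median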
# * hit, by the source's call; ? = inconclusive. The list is partial; the hit share may differ from the screen's.
1	CC1CCCCN1C(=O)c1cc(-c2ccc(F)cc2)no1 (stereo unspecified)
  U2OS ROS induce: -8

2	CS(=O)(=O)/C(C#N)=C/c1cccn1-c1ccc(OC(F)(F)F)cc1
  U2OS ROS induce: -1

3	COc1ccc(NC(=O)N(C)C[C@H]2Oc3ccc(NS(=O)(=O)c4ccc(Cl)cc4)cc3CC(=O)N([C@@H](C)CO)C[C@@H]2C)cc1
  U2OS ROS induce: -4

4	CC(C)OC(=O)Cn1c2ccccc2c2nc3ccccc3nc21
  U2OS ROS induce: 2

5	C[C@H]1CN([C@@H](C)CO)C(=O)Cc2cc(NS(C)(=O)=O)ccc2O[C@@H]1CN(C)C(=O)Nc1cccc2ccccc12
  U2OS ROS induce: -4

6	COc1ccc(S(=O)(=O)Nc2ccc3c(c2)CC(=O)N([C@@H](C)CO)C[C@@H](C)[C@@H](CN(C)C(=O)Nc2c(C)noc2C)O3)cc1
  U2OS ROS induce: -1

7	C[C@H](CO)N1C[C@H](C)[C@@H](CN(C)Cc2ccc(Oc3ccccc3)cc2)Oc2ccc(NC(=O)CCCCCC(=O)Nc3ccccc3N)cc2C1=O
  U2OS ROS induce: -10

8	C[C@@H]1CN([C@@H](C)CO)C(=O)Cc2cc(NS(=O)(=O)c3cn(C)cn3)ccc2O[C@@H]1CN(C)Cc1ccc(Cl)c(Cl)c1
  U2OS ROS induce: 13

9	CCc1ccc(Nc2nc3ccccc3nc2NS(=O)(=O)c2ccc(NC(C)=O)cc2)cc1
  U2OS ROS induce: 0

10	Cc1ccc(S(=O)(=O)N(CCO)c2cc3c(s2)CCCC3)cc1
  U2OS ROS induce: -5

11	COc1ccc(S(=O)(=O)Nc2ccc3c(c2)CC(=O)N([C@H](C)CO)C[C@@H](C)[C@@H](CN(C)Cc2ccc(C(=O)O)cc2)O3)cc1
  U2OS ROS induce: 24

12	Cc1ccc(S(=O)(=O)Nc2cccc3c2O[C@H](CN(C)Cc2ccc(-c4ccccc4)cc2)[C@@H](C)CN([C@H](C)CO)C3=O)cc1
  U2OS ROS induce: ?

13	C[C@H](CO)N1C[C@H](C)[C@H](CN(C)S(=O)(=O)c2ccccc2)Oc2ccc(N(C)C)cc2C1=O
  U2OS ROS induce: -5

14	C[C@@H]1CN([C@H](C)CO)C(=O)Cc2cc(NC(=O)C3CCCCC3)ccc2O[C@@H]1CN(C)Cc1ccc(Oc2ccccc2)cc1
  U2OS ROS induce: ?

15	C[C@@H]1CN([C@@H](C)CO)C(=O)c2cc(NS(=O)(=O)c3ccc(F)cc3)ccc2O[C@H]1CN(C)Cc1ccc(C(=O)O)cc1
  U2OS ROS induce: -16

16	CC(C)c1ccc(CNC(=O)c2ccc(=O)[nH]c2)cc1
  U2OS ROS induce: 1

17	COc1cccc2c1C(=O)c1c(O)c3c(c(O)c1C2=O)C[C@@](O)(C(=O)CO)C[C@@H]3OC1CC(N)C(O)C(C)O1 (stereo partly specified)
  U2OS ROS induce: -1

18	COc1ccc(-n2nnnc2SCC(=O)Nc2ccc(F)cc2F)cc1
  U2OS ROS induce: -13

19	Cc1ccc(S(=O)(=O)Nc2ccc3c(c2)CC(=O)N([C@H](C)CO)C[C@@H](C)[C@@H](CN(C)Cc2ccc(C(=O)Nc4ccccc4N)cc2)O3)cc1
  U2OS ROS induce: ?

20	Cc1noc(C)c1NC(=O)Nc1cccc2c1O[C@H](CN(C)Cc1ccc(C(=O)O)cc1)[C@@H](C)CN([C@@H](C)CO)C2=O
  U2OS ROS induce: 28

21	CNC[C@@H]1Oc2ccc(NC(=O)Nc3ccccc3)cc2C(=O)N([C@@H](C)CO)C[C@H]1C
  U2OS ROS induce: -2

22	CC1CN=C(N(C(=O)Nc2ccccc2)c2cccc(C(F)(F)F)c2)S1 (stereo unspecified)
  U2OS ROS induce: 27

23	COc1cc(NC(=S)NCc2ccco2)c(OC)cc1Cl
  U2OS ROS induce: 0

24	C=C(C(=O)O)C(CCCCC(C)O)C(=O)O (stereo unspecified)
  U2OS ROS induce: -4

25	CC1(C)[C@H]2CC=C(/C=N\NC(=O)CCCCCC(=O)O)[C@@H]1C2
  U2OS ROS induce: 57

26	COC1=CC(=O)O[C@@H](/C=C/c2ccccc2)[C@@H]1O
  U2OS ROS induce: 0

27	Nn1c(C(=O)NCc2cccnc2)nc2ccccc2c1=O
  U2OS ROS induce: -8

28	Cc1cc(C(F)(F)F)nc(SCCNC(=O)c2ccccc2F)n1
  U2OS ROS induce: -2

29	COc1ccc(CN(C)C[C@@H]2Oc3ccc(NC(=O)Nc4ccc(OC)cc4)cc3C(=O)N([C@H](C)CO)C[C@@H]2C)cc1
  U2OS ROS induce: 31

30	CC(C)NC(=O)COc1ccc(Cl)cc1Cl
  U2OS ROS induce: -13

31	O=C(C1CCC(Cn2c(=S)[nH]c3ccccc3c2=O)CC1)N1CCN(c2ccc(Cl)cc2)CC1 (stereo unspecified)
  U2OS ROS induce: 46

32	CC(C)=CCc1c(O)cc2oc3c(CC=C(C)C)c(O)c(O)c(CC=C(C)C)c3c(=O)c2c1O
  U2OS ROS induce: 14

33	Clc1ccc(-c2ccn[nH]2)cc1
  U2OS ROS induce: -9

34	O=C1CCC(=O)N1CCc1c[nH]c2ccc(OCc3ccccc3)cc12
  U2OS ROS induce: -7

35	Cc1ccc(S(=O)(=O)N(C)C[C@@H]2Oc3ncc(C#Cc4cccc(F)c4)cc3C(=O)N([C@H](C)CO)C[C@@H]2C)cc1
  U2OS ROS induce: 75

36	Cn1c(=O)c2c(nc(NCc3cccnc3)n2Cc2c(F)cccc2Cl)n(C)c1=O
  U2OS ROS induce: 20

37	COc1ccc(NC(=O)Nc2ccc3c(c2)CC(=O)N([C@@H](C)CO)C[C@H](C)[C@H](CN(C)Cc2ccncc2)O3)cc1
  U2OS ROS induce: 0

38	C[C@H]1CN([C@@H](C)CO)C(=O)c2cccc(NS(=O)(=O)c3ccccc3)c2O[C@@H]1CN(C)C(=O)Nc1ccc2c(c1)OCO2
  U2OS ROS induce: 0

39	O=C(O[C@H]1[C@H](Oc2ccccc2COC(=O)C2(O)C=CCCC2=O)O[C@H](CO)[C@@H](O)[C@@H]1O)c1ccccc1 (stereo partly specified)
  U2OS ROS induce: 6

40	CNC(=O)C(=O)NCCc1c[nH]c2ccccc12
  U2OS ROS induce: -12

41	CC(=O)Nc1nc2ccccc2s1
  U2OS ROS induce: -16

42	COc1ccc(NC(=O)Nc2ccc3c(c2)CC(=O)N([C@H](C)CO)C[C@H](C)[C@H](CN(C)Cc2ccc(C(=O)O)cc2)O3)cc1
  U2OS ROS induce: 1

43	COC(=O)[C@]1(CO)N=C(c2ccc(OCCCO)cc2)O[C@@H]1c1ccccc1N=[N+]=[N-]
  U2OS ROS induce: -1

44	CC(CC(=O)O)CC(=O)Nc1ccccc1C(=O)O (stereo unspecified)
  U2OS ROS induce: 2

45	CC(O)c1nc2ccccc2n1CCCOc1ccc(Cl)cc1 (stereo unspecified)
  U2OS ROS induce: 8

46	C[C@H](CO)N1C[C@H](C)[C@H](CN(C)S(=O)(=O)c2ccc(F)cc2)Oc2ccc(NS(=O)(=O)c3ccc(F)cc3)cc2CC1=O
  U2OS ROS induce: 22

47	COc1cc2occ(-c3ccc(O[C@@H]4O[C@H](CO[C@@H]5OC[C@](O)(CO)[C@H]5O)[C@@H](O)[C@H](O)[C@H]4O)cc3)c(=O)c2c(O)c1OC
  U2OS ROS induce: -1

48	Cc1noc(C)c1NC(=O)N(C)C[C@@H]1Oc2ccc(NC(=O)Cn3cnnn3)cc2CC(=O)N([C@H](C)CO)C[C@@H]1C
  U2OS ROS induce: 18

49	COc1cc(/C=C2/SC(=Nc3cc(C)cc(C)c3)NC2=O)cc(Br)c1OC
  U2OS ROS induce: 24

50	Cc1cc(C(=O)NNCc2ccccc2)no1
  U2OS ROS induce: -6

51	CC(C)NC(=O)N(C)C[C@H]1Oc2ccc(NC(=O)Cc3ccccc3)cc2CC(=O)N([C@@H](C)CO)C[C@H]1C
  U2OS ROS induce: 2

52	C[C@H]1CN([C@@H](C)CO)C(=O)c2cc(NS(=O)(=O)c3cccs3)ccc2O[C@H]1CN(C)Cc1ccncc1
  U2OS ROS induce: -6

53	C[C@@H]1CN([C@H](C)CO)C(=O)Cc2cc(NS(C)(=O)=O)ccc2O[C@H]1CN(C)Cc1ccc(Oc2ccccc2)cc1
  U2OS ROS induce: 50

54	C[C@H]1CN([C@@H](C)CO)C(=O)Cc2cc(NS(=O)(=O)c3cn(C)cn3)ccc2O[C@@H]1CN(C)S(=O)(=O)c1ccccc1
  U2OS ROS induce: -5

55	C[C@H](CO)N1C[C@H](C)[C@H](CN(C)Cc2ccccc2)Oc2ccc(NS(=O)(=O)c3ccc(Cl)cc3)cc2C1=O
  U2OS ROS induce: -10

56	C[C@H](CO)N1C[C@H](C)[C@H](CN(C)Cc2ccccc2)Oc2ccc(NS(C)(=O)=O)cc2C1=O
  U2OS ROS induce: -8

57	C[C@H](CO)N1C[C@H](C)[C@H](CN(C)C(=O)Nc2cccc3ccccc23)Oc2ccc(NC(=O)Nc3ccc4c(c3)OCO4)cc2C1=O
  U2OS ROS induce: 4

58	Clc1ccc(COC(Cn2ccnc2)c2ccc(Cl)cc2Cl)cc1 (stereo unspecified)
  U2OS ROS induce: -3

59	C[C@H]1CN([C@@H](C)CO)C(=O)c2cccc(NC(=O)Nc3ccc(C(F)(F)F)cc3)c2O[C@H]1CN(C)Cc1ccc(-c2ccccc2)cc1
  U2OS ROS induce: 2

60	COC(=O)CN1C(c2ccc(OC)cc2)=Nc2ccc(Cl)cc2C1c1ccccc1 (stereo unspecified)
  U2OS ROS induce: 6

61	O=C(CN1C(=O)CCc2ccccc21)NC1CCCCC1
  U2OS ROS induce: 10

62	CCOC(=O)N1CCC(n2c(SCC(=O)NC(C)CC)nc3ccccc3c2=O)CC1 (stereo unspecified)
  U2OS ROS induce: 7

63	Cc1cc2nn(-c3ccccc3)nc2cc1NC(=O)C(C)(C)Oc1ccc(Cl)cc1
  U2OS ROS induce: 4

64	Cc1ccc(S(=O)(=O)Nc2cccc3c2O[C@@H](CN(C)Cc2ccc(-c4ccccc4)cc2)[C@H](C)CN([C@H](C)CO)C3=O)cc1
  U2OS ROS induce: 21

65	Cc1ccc(S(=O)(=O)NC(C)C(=O)Nc2ccc(C(N)=O)cc2)cc1 (stereo unspecified)
  U2OS ROS induce: -3

66	C[C@H](CO)N1C[C@H](C)[C@@H](CN(C)Cc2ccc(C(F)(F)F)cc2)Oc2ccc(NC(=O)CCN3CCOCC3)cc2C1=O
  U2OS ROS induce: -3

67	FC(F)(F)C1=Nc2ccccc2N(c2ccc(Cl)c(Cl)c2)C1
  U2OS ROS induce: 1

68	COC(=O)c1cc(OC)c(OC)cc1NC(=O)COc1cc(Cl)c(Cl)cc1Cl
  U2OS ROS induce: -6

69	CC(C)NC(=O)Nc1cccc2c1O[C@@H](CN(C)Cc1ccc(C(F)(F)F)cc1)[C@H](C)CN([C@@H](C)CO)C2=O
  U2OS ROS induce: 6

70	COc1ccc(S(=O)(=O)Nc2ccc3c(c2)C(=O)N([C@H](C)CO)C[C@@H](C)[C@@H](CN(C)C(=O)NC2CCCCC2)O3)cc1
  U2OS ROS induce: -9

71	CCOC(=O)c1c(/N=C/c2ccccc2O)sc(C)c1C
  U2OS ROS induce: 1

72	C[C@H]1CN([C@@H](C)CO)C(=O)Cc2cc(NC(=O)Cc3cn(C)c4ccccc34)ccc2O[C@H]1CN(C)C(=O)Nc1ccccc1
  U2OS ROS induce: 19

73	Cc1c(Br)c([N+](=O)[O-])nn1CC(=O)Nc1sc2c(c1C#N)CCC2
  U2OS ROS induce: -2

74	COc1ccc(NC(=O)N(C)C[C@H]2Oc3c(NC(=O)Nc4ccc(C(F)(F)F)cc4)cccc3C(=O)N([C@H](C)CO)C[C@@H]2C)cc1
  U2OS ROS induce: -1

75	CC(C)(C)c1ccc(-c2noc(CCn3c(=O)oc4ccccc43)n2)cc1
  U2OS ROS induce: -2

76	Nc1nnc(SC2c3cccc4cccc(c34)C2NS(=O)(=O)c2ccc(Cl)cc2)s1 (stereo unspecified)
  U2OS ROS induce: -17

77	C[C@@H]1CN([C@H](C)CO)C(=O)Cc2cc(NS(=O)(=O)c3ccc(F)cc3)ccc2O[C@H]1CN(C)C
  U2OS ROS induce: 0

78	C[C@H]1CN([C@@H](C)CO)C(=O)c2cccc(NC(=O)C3CC3)c2O[C@H]1CN(C)Cc1ccncc1
  U2OS ROS induce: -5

79	C[C@H](CO)N1C[C@H](C)[C@@H](CN(C)C(=O)NC2CCCCC2)Oc2c(NC(=O)Nc3ccc(F)cc3)cccc2C1=O
  U2OS ROS induce: 3

80	CNC[C@@H]1Oc2ccc(NS(=O)(=O)c3ccc(F)cc3)cc2C(=O)N([C@H](C)CO)C[C@@H]1C
  U2OS ROS induce: -7

81	C[C@H](CO)N1C[C@H](C)[C@@H](CN(C)C(=O)Nc2ccc(F)cc2)Oc2c(NS(=O)(=O)c3ccc(Cl)cc3)cccc2C1=O
  U2OS ROS induce: 6

82	C[C@H](CO)N1C[C@H](C)[C@@H](CN(C)S(C)(=O)=O)Oc2ccc(NC(=O)CCC(F)(F)F)cc2C1=O
  U2OS ROS induce: -8

83	C[C@H]1CN([C@@H](C)CO)C(=O)Cc2cc(NS(=O)(=O)c3ccccc3)ccc2O[C@H]1CN(C)Cc1ccc(C(F)(F)F)cc1
  U2OS ROS induce: 27

84	C[C@@H]1CN([C@H](C)CO)C(=O)c2cccc(NS(C)(=O)=O)c2O[C@@H]1CN(C)CC1CC1
  U2OS ROS induce: -12

85	Cc1ccc(N(CC(N)=O)S(=O)(=O)c2ccc(F)cc2)cc1
  U2OS ROS induce: -2

86	CCn1c(CSc2nc3ccccc3[nH]2)n[nH]c1=S
  U2OS ROS induce: 14

87	COCCN1C(=O)/C(=C/c2sccc2C)SC1=S
  U2OS ROS induce: 2

88	Cc1ccc(S(=O)(=O)N(C)C[C@H]2Oc3ccc(NC(=O)CCCCCC(=O)Nc4ccccc4N)cc3C(=O)N([C@H](C)CO)C[C@H]2C)cc1
  U2OS ROS induce: 12

89	C[C@H](CO)N1C[C@H](C)[C@H](CN(C)Cc2ccccc2)Oc2ccc(NC(=O)C3CCCCC3)cc2CC1=O
  U2OS ROS induce: 21

90	C[C@H](CO)N1C[C@H](C)[C@H](CN(C)Cc2ccc(O)cc2)OCc2cn(nn2)CCCC1=O
  U2OS ROS induce: -11

91	C=C1C(C2(C)C=CC(=O)C(C)(C)C2CC(=O)OC)CC[C@@]2(C)[C@H](c3ccoc3)OC(=O)C3OC132 (stereo partly specified)
  U2OS ROS induce: 17

# Compound activity: PubChem, Broad Institute
